Screening data from PubChem.
TAG inh: inhibitors of triacylglycerol accumulation, primary screen, cell-based, uHTS, fluorescence, H9c2; H9c2 cells, Nile Red lipid (TAG) fluorescence; cells loaded with 200 µM oleic acid; inhibition, % at 12.5 µM; 0.66% of 230,000 active; AID 651582, 2012;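 active = pattern-corrected inhibition of lipid staining of at least 50% with the nuclear-stain viability signal not falling by more than 50%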;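 also: 0% = DMSO wells and 100% = triacsin C control wells; some results filed as inactive read as strong as hits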
TAG inh DAPI viability: second read-out of TAG inh, no call of its own (marks repeat the call); DAPI nuclei signal change (viability), lower = more cytotoxic, %;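 whole-well DAPI fluorescence read on a plate reader as a viability signal; minus 50 percent equals half of cells still viable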
Starred values were filed as active, the others as inactive; & = joins results of further samples.

SMILES | TAG inh | TAG inh DAPI viability
Cc1csc(NC(=O)C(Cl)c2ccccc2)n1 (configuration not stated) (tested in a mixture with another compound) | -1 | -1
COC(=O)C1=C(c2ccc(OC)c(OC)c2)C[C@@H]2CC[C@H]1N2C(=O)NCCCOC(C)C | 1 | -7
O=c1[nH]c(=O)n(-c2ccccc2)c(O)c1N=Nc1ccc(Br)cc1 | -18 | 16
C[C@@H]1CN([C@@H](C)CO)C(=O)CCCn2cc(nn2)CO[C@H]1CN(C)C(=O)Oc1cccc2ccccc12 | 1 | 0
Cc1ccc(C2CC(=O)C(C=NCCN3CCN(C(=O)Cc4ccccc4)CC3)=C(O)C2)cc1 (configuration not stated) | -7 | -31
O=C(CCn1nc(-c2ccc(Cl)cc2)ccc1=O)N1CCC2(CC1)OCCO2 | -2 | 0
O=c1[nH]c(=S)[nH]c(O)c1N=Nc1ccc(S(=O)(=O)N2CCOCC2)cc1 | 0 | 15
CCCCn1c(=O)c(C(=O)Nc2ccccc2N)c(O)c2ccccc21 | 11 | 3
O=C(c1cn(Cc2ccccc2)c2ccccc12)N1CCCCC1 | 12 | -4
CN(C)[C@@H]1C(=O)C(C(N)=O)=C(O)[C@@]2(O)C(=O)C3=C(O)c4c(O)cccc4[C@@](C)(O)[C@H]3[C@H](O)[C@@H]12 | 9&-4 | 7&-3
CCOc1ccccc1-n1c(O)c(C=NCCCn2ccnc2)c(=O)[nH]c1=O | 14 | -15
CC1CC=CCC12C(=O)NC(=S)NC2=O (configuration not stated) | 12 | -2
c1cc(OCCN2CC2)ccn1 | 8 | 15
O=c1[nH]c(=O)n(C2CCCCC2)c(O)c1C1NCCc2ccccc21 (configuration not stated) | -8 | -6
C=C(CC1CC(O)[C@]2(C)OC3CC4OC5C[C@]6(C)O[C@]7(C)CCC8OC9C[C@]%10(C)OC%11C(C)=CC(=O)OC%11CC%10OC9C[C@@H](C)C8OC7CC6O[C@]5(C)C/C=C\C4OC3CC2O1)C(=O)O (some centres not stated) | 0 | 2
CC1CN=C(NCc2ccccc2Cl)S1 (configuration not stated) | 11 | -13
COC(=O)C1=C(c2ccc(F)cc2OCc2ccccc2)C[C@@H]2CC[C@H]1N2C(=O)NCCOc1ccc(OC)cc1 | -4 | 1
COc1ccc(OC)c(C(O)C(C)N)c1 (configuration not stated) | 6 | -6
CCn1cc(C(=O)N2CCCCC2)c2ccccc21 | 7 | 4
CSc1ccccc1C(=O)C1CCCN(Cc2ccn[nH]2)C1 (configuration not stated) | -1 | 4
Cc1ccc(C(C)C)c(OCC(=O)N2CCN(CC(=O)N3CCOCC3)CC2)c1 | -8 | -9
O=C(O)c1[nH]c(=O)[nH]c(=O)c1F | -9 | -15
COC1C(C)OC(OC2CC(C)(O)Cc3cc4c(c(O)c32)C(=O)c2c(O)cc3c(c2C4=O)OC2OC3(C)C(O)C(N(C)C)C2O)C(OC)C1(C)OC (configuration not stated) | -18 | -51
O=C(N/N=C/c1c(O)n(-c2ccccc2)c(=S)[nH]c1=O)c1ccccc1 | -9 | 6
C[C@]12CCC3C(CC[C@H]4C[C@@H](O)CC[C@]34C)[C@H]1CC[C@H]2O (some centres not stated) | 4 | -2
Cc1cc(/C=C2/C(=O)NC(=O)N(Cc3ccco3)C2=O)c(C)n1-c1ccccc1O | 21 | 0
C[C@]12CCC(=O)C=C1C=CC1C2CC[C@@]2(C)C1CC[C@@H]2O (some centres not stated) | 4 | 5
CC(=O)c1c(O)n(-c2cccc(Cl)c2)c(=O)[nH]c1=O (tested in a mixture with another compound) | 0 | 6
CCOC(=O)C1(c2ccccc2)CCN(CCc2ccc(NC(=O)CCC(=O)O)cc2)CC1 | 1 | -13
S=C(NCCc1ccccc1)N1Cc2ccccc2-n2nncc2C1 | -8 | 6
Cc1ccc(C2CC3CCC(C2)N3Cc2ccccc2F)cc1 (configuration not stated) | -19 | 13
CCC(C)N1C(=O)NC(=O)C2(Cc3cc(C)ccc3N(C)C2)C1=O (configuration not stated) | 1 | 7
CCCN1CCC[C@@H]2Cc3[nH]ncc3C[C@H]21 | 6 | -3
CN1C(=O)CN=C(c2ccc[nH]2)c2cc(Cl)ccc21 (tested in a mixture with another compound) | 16 | 1
O=C(Cc1ccccc1)OCC(=O)c1ccccc1 | -16 | -3
C#C[C@]1(O)[C@H](O)CC2C3CC[C@H]4C[C@@H](O)CC[C@]4(C)C3CC[C@@]21C (some centres not stated) | 2 | -2
CC(C)(C)c1ccc(OC(=O)N2CCCCC2)cc1 | -18 | -4
O=[N+]([O-])c1ccc(C(c2ccc([N+](=O)[O-])cc2)c2ccc([N+](=O)[O-])cc2)cc1 | 1 | 3
CCN(CC)c1ccc(CN2CC=C(c3ccc(F)cc3)CC2)cc1 | 9 | 0
Cc1ccc2nc(-c3ccncc3)cc(C(=O)N3CCC4(CC3)OCCO4)c2c1 | -43 | 10

Given in CSV form: 19 of the compounds above
mol,TAG inh,TAG inh DAPI viability
CCn1cc(C(=O)N2CCCCC2)c2ccccc21,7,4
CSc1ccccc1C(=O)C1CCCN(Cc2ccn[nH]2)C1 (configuration not stated),-1,4
Cc1ccc(C(C)C)c(OCC(=O)N2CCN(CC(=O)N3CCOCC3)CC2)c1,-8,-9
O=C(O)c1[nH]c(=O)[nH]c(=O)c1F,-9,-15
COC1C(C)OC(OC2CC(C)(O)Cc3cc4c(c(O)c32)C(=O)c2c(O)cc3c(c2C4=O)OC2OC3(C)C(O)C(N(C)C)C2O)C(OC)C1(C)OC (configuration not stated),-18,-51
O=C(N/N=C/c1c(O)n(-c2ccccc2)c(=S)[nH]c1=O)c1ccccc1,-9,6
C[C@]12CCC3C(CC[C@H]4C[C@@H](O)CC[C@]34C)[C@H]1CC[C@H]2O (some centres not stated),4,-2
Cc1cc(/C=C2/C(=O)NC(=O)N(Cc3ccco3)C2=O)c(C)n1-c1ccccc1O,21,0
C[C@]12CCC(=O)C=C1C=CC1C2CC[C@@]2(C)C1CC[C@@H]2O (some centres not stated),4,5
CC(=O)c1c(O)n(-c2cccc(Cl)c2)c(=O)[nH]c1=O (tested in a mixture with another compound),0,6
CCOC(=O)C1(c2ccccc2)CCN(CCc2ccc(NC(=O)CCC(=O)O)cc2)CC1,1,-13
S=C(NCCc1ccccc1)N1Cc2ccccc2-n2nncc2C1,-8,6
Cc1ccc(C2CC3CCC(C2)N3Cc2ccccc2F)cc1 (configuration not stated),-19,13
CCC(C)N1C(=O)NC(=O)C2(Cc3cc(C)ccc3N(C)C2)C1=O (configuration not stated),1,7
CCCN1CCC[C@@H]2Cc3[nH]ncc3C[C@H]21,6,-3
CN1C(=O)CN=C(c2ccc[nH]2)c2cc(Cl)ccc21 (tested in a mixture with another compound),16,1
O=C(Cc1ccccc1)OCC(=O)c1ccccc1,-16,-3
C#C[C@]1(O)[C@H](O)CC2C3CC[C@H]4C[C@@H](O)CC[C@]4(C)C3CC[C@@]21C (some centres not stated),2,-2
CC(C)(C)c1ccc(OC(=O)N2CCCCC2)cc1,-18,-4

More records
SMILES | TAG inh | TAG inh DAPI viability
Cc1cccc(-n2c(O)c(/C=N/NC(=O)c3ccncc3)c(=O)[nH]c2=O)c1 | -4 | -2
c1cncc(CNCCN2CCNCC2)c1 | -27 | -6
C[C@H](N)CN1CCc2ccc(Br)cc21 | 0 | 8
COC(=O)C1=C(c2ccc(S(C)(=O)=O)cc2)C[C@@H]2CC[C@H]1N2C(=O)N1CCC(O)CC1 | 8 | -5
NCCc1ccc(S(=O)(=O)F)cc1 | -16 | -5
Fc1c(F)c(F)c(N2CCNCC2)c(F)c1F | -1 | 5
O=C(NCC1=C(c2ccc3ccccc3c2)C[C@@H]2CC[C@H]1N2Cc1ccco1)c1ccc([N+](=O)[O-])cc1 | 21 | 12
Cc1ccccc1-[n+]1c(-c2ccccc2)cc(-c2ccccc2)cc1-c1ccccc1 | 16 | -2
S=P1(Oc2ccccc2)Nc2ccccc2N1 | -2 | -3
NC(Cc1ccccc1)c1nn[nH]n1 (configuration not stated) | 4 | 0
COC(=O)C1=C(c2ccc(OC(F)(F)F)cc2)C[C@@H]2CC[C@H]1N2C(=O)NC(C)C | -36 | -2
COC(=O)C1=C(c2ccc(OC(F)(F)F)cc2)C[C@@H]2CC[C@H]1N2C(=O)NCCCOC(C)C | -8 | 2
CN1CCN(c2ccc(C(N)=O)cc2N)CC1 | 18 | -11
CCC1([N+](=O)[O-])COP(N)(=O)OC1 (configuration not stated) | 1 | 7
O=C(COc1ccccc1)N1CCN(CCN2C(=O)c3cccc4cccc(c34)C2=O)CC1 | -6 | 9
O=C(CN1CCCCC1)c1ccc(F)cc1 | -8 | 5
CC(C)c1ccc(O)c(CN2CCN(c3ccccc3)CC2)c1 | 5 | -9
CNC(=O)NC(O)C(Cl)(Cl)Cl (configuration not stated) | 12 | -15
NC1(C(=O)O)CCCc2ccc(N(CCCl)CCCl)cc21 (configuration not stated) | 10 | -6
C[C@]12CC[C@H](O)CC1=C([N+](=O)[O-])CC1C2CC[C@@]2(C)C1CC[C@@H]2O (some centres not stated) | 3 | -3
COc1ccc(CC(=O)Nc2ccc(C#N)c(Cl)c2)cc1S(=O)(=O)N1CCOCC1 | 11 | 2
C=C1C(=O)O[C@@H]2C[C@@H](C)[C@@H]3C4OC4C(=O)[C@@]3(C)[C@@H](O)[C@H]12 (some centres not stated) | 111* | -26*
C[C@]12CCC3C(CC[C@H]4C[C@H](O)CC[C@]34C)C1CCC2=O (some centres not stated) | -9 | 8
O=C1C(Br)C2CCC1C2C(=O)O (configuration not stated) | 2 | 5
CC(=O)N1Cc2cnnn2-c2ccccc2C1(C)C#N (configuration not stated) | -14 | 5
O=C(c1ccc(Cl)cc1)C1CCCN(Cc2cccc3cccnc23)C1 (configuration not stated) | -9 | 25
Cc1ccc(N/N=C/c2c(O)n(-c3ccccc3)c(=O)[nH]c2=O)cc1 | 3 | 6
Cc1nn(C)c(C)c1/C=C1/CC2C3CC=C4CC(O)CCC4(C)C3CCC2(C)C1=O (configuration not stated) | -10 | 8
COc1ccc(CCNCc2ccc(C)s2)cc1OC | -8 | -2
CCOC(=O)C1(CCOc2ccccc2)CCN(Cc2ccc(C)s2)CC1 | -22 | 43
c1ccc(C(c2ccccc2)c2cccnc2)cc1 | 9 | 2
Cc1ccc2c(c1)C1CN(C)CCC1N2C(=O)c1cn(-c2ccccc2)nc1-c1ccccc1 (configuration not stated) | 17 | -3
COC(=O)C1=C(c2ccc(F)cc2OCc2ccccc2)C[C@@H]2CC[C@H]1N2C(=O)NCc1cccc(OC)c1 | 7 | 3
C(#CCN1CCCCC1)COCc1ccccc1 | 3 | -8
CN(N)N=Nc1nc2c([nH]1)c(=O)n(C)c(=O)n2C | -9 | 10
O=C1NC(=O)C(CCc2ccncc2)(C2CCCCC2)C(=O)N1 | 2 | -9
C[N+]1(C)C2CCC1CC(OC(=O)c1ccccc1)C2 (configuration not stated) | 5 | 4
CC(C)N(Cc1ccco1)/N=C/c1c(O)n(Cc2ccccc2)c(=O)[nH]c1=O | 2 | 8
CC12CN3CC(C)(CN(C1)C3c1cccs1)C2=O (configuration not stated) | 7 | 5
O=C(NC(Cc1ccccc1)C(=O)N1CCC2(CC1)OCCO2)C1CCCCC1 (configuration not stated) | 21 | -8
Cn1c[n+](C)cc1C(O)c1ccccc1 (configuration not stated) | -13 | 5
CCCC(=O)NC(Oc1ccc(OC)cc1)C(Cl)(Cl)Cl (configuration not stated) | -8 | 5
COC(=O)CC1=C(C(=O)OC)C2(C(=O)N(C)c3ccccc32)C(C#N)=C(N)O1 (configuration not stated) | -9 | 12
CCN1CCN(C(=O)Cc2c(C)n(C(=O)c3ccc(Cl)cc3)c3ccc(OC)cc23)CC1 | 2 | 6
COC(=O)C1=C(c2cc3ccccc3s2)C[C@@H]2CC[C@H]1N2C(=O)N1CCC(O)CC1 | -20 | -8
COC(=O)C(C)Oc1cc(C)cc2oc(=O)c3c(c12)CCCC3 (configuration not stated) | 8 | 10
O=P(Nc1cccc(F)c1)(Oc1ccccc1F)Oc1ccccc1F | -47 | 0
CC(C)(C)c1ccc(O)c(N=Cc2c(O)ccc3ccccc23)c1 | 6 | -12
O=C1CC(N2CC=C(c3ccccc3)CC2)C(=O)N1c1ccc(F)cc1 (configuration not stated) | 7 | -4
COC(=O)C1=C(c2ccc(Cl)c(C(F)(F)F)c2)C[C@@H]2CC[C@H]1N2C(=O)NC(C)C | -36 | 0

The list continues.
SMILES | TAG inh | TAG inh DAPI viability
O=c1[nH]c(=O)n(Cc2ccccc2Cl)c(O)c1C=Nc1ccc(F)cc1 | 0 | 7
CC1CCC(C)(NS(=O)(=O)OCC(Cl)(Cl)Cl)CC1 (configuration not stated) | -3 | 3
COc1cccc(C(=O)C2CCCN(Cc3ccc4nsnc4c3)C2)c1 (configuration not stated) | 1 | 3
COP(=O)(C#Cc1ccccc1)C(O)c1ccc(Br)cc1 (configuration not stated) | -10 | -3
CN1C(=O)C(=Cc2ccccc2OCc2ccc(C(=O)O)cc2)C(=O)N(C)C1=O | 2 | 6
CC1CN(O)C2CCc3nonc3C12O (configuration not stated) | 12 | 6
CC(=O)OC1C2CCCC1C(N1CCCC1)CC2 (configuration not stated) | 3&-5 | 15&8
Cc1nc2ccccn2c1P(=S)(N1CCCCC1)N1CCCCC1 | -13 | -5
CCOc1ccc(-n2c(O)c(C=NCCN(CC)CC)c(=O)[nH]c2=O)cc1 | 13 | 8
O=c1cccc2n1CC1CC2CN(c2nc(N3CCCCC3)nc(N3CCCCC3)n2)C1 (configuration not stated) | 6 | -3
Cn1c(=O)cc(OCCCC(=O)N2CCC3(CC2)OCCO3)c2ccccc21 | 15 | 0
COC(=O)C1=C(c2ccc(F)cc2OCc2ccccc2)C[C@@H]2CC[C@H]1N2C(=O)NCc1ccc(Br)cc1 | -3 | 3
Cc1cccc(OCC(=O)N2CCN(Cc3ccc4c(c3)OCO4)CC2)c1 | -14 | 17
C=CCn1c(O)c(C(C)=NCC2CCCO2)c(=O)[nH]c1=O (configuration not stated) | -4 | 2

Only part of the results is shown; count on the stated rates, not on these rows.
